# Screening results deposited in PubChem by several laboratories.
# CDK5 p35 inh – CDK5/p35 (human) kinase inhibition | Q00535+Q15078 | Recombinant CDK5/p35, ADP-Glo luminescence, 60 min | inhibition, % at 10 µM | 0.01% of 330,000 active;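 active = highest replicate inhibition of at least 50% and at least 75% of replicates reaching 50%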;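 note: plate controls were DMSO neutral control for no effect and GW8510 at 10 µM for full effect; many of its hits are not listed in these tables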
# NSD2 HMT inh – NSD2 (human) methyltransferase inhibition | 0.54% of 310,000 active | O96028 | NSD2 peptide methylation, AlphaScreen, 120 min | AID 743445 | inhibition, % at 12.5 µM; in the data active = inhibition above about 50%
# SR-BI uptake up – activators of SR-BI mediated HDL lipid uptake; activation, % at 12.5 µM; AID 504775; 0.096% of 320,000 active; CHO ldlA[mSR-BI] cells, DiI-HDL uptake fluorescence, 3 h; 100 = double the neutral-control signal;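 active = mean replicate activation of at least 60% and every replicate at or above 60%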;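 note: 0% = median plate neutral-control signal and 100% = twice that signal; values of inactives mirror those of a sister screen read the other way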
#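 Material: SR-BI-overexpressing, LDLR-lacking CHO cells; schedule: compound exposure 3 h, 37 °C; reagent: DiI-labelled HDL at 10 µg/mL final; technique: bottom-read fluorescence, 550/595 nm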
# Mot1-301 SUMO – inhibitors of SUMOylation pathway: yeast Mot1-301 growth rescue; S. cerevisiae Mot1-301 growth rescue, ATP luminescence, 38.5C; percent above DMSO median, 100 means doubled; growth rescue, % at 18.8 µM; 1% of 320,000 active;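 active = every valid replicate shows activation above 250% relative to neutral control wells; inactive = the rest, any valid replicate at or below 250%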;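 note: OY570 slx delta 5 strain wells were the positive control but not used for scaling; some compounds called inactive have numbers as strong as hits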
# PKA-R2B act – activators of human PKA-R2B complex | P22694+P31323 | PKA-R2B holoenzyme dissociation, Cy5-IP20 fluorescence polarization; R2B truncated from residue 108, S112A mutant; 0% DMSO only, 100% 113 µM cGMP | activation, % at 11.4 µM | 0.079% of 340,000 active;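 active = activation above a cutoff set at the mean over all compounds plus 3 SD, cut at about 18% in these data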;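 note: higher means more holoenzyme dissociation and a rise in polarization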
# DSG3 Ab inh – human desmoglein-3 autoantibody binding inhibition; 0.48% of 310,000 active; DSG3-coupled beads, scFv-anti-DSG3-GFP binding, flow cytometry; hits give low values; P32926; binding (percent of control), % at 10 µM;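 active = binding more than 3 SD below its plate's average and above zero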;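 note: hits lower antibody fragment binding to DSG3; some compounds called inactive have numbers as strong as hits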
# dFosB activator – activators of mouse delta FosB homodimer. purified delta FosB, TAMRA-CDK5 oligo fluorescence polarization; percent of positive-control signal above neutral wells. AID 493131. 0.99% of 340,000 active. activation, % at 25 µM;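 active = mean activation above about 17%, with every replicate also reaching it, limit read from the data, passing the limit was not always enough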;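 note: fluorescence polarization rise as delta FosB binds a TAMRA Cdk5 AP-1 oligo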
# Target sequence (P13346 whole entry, looked up): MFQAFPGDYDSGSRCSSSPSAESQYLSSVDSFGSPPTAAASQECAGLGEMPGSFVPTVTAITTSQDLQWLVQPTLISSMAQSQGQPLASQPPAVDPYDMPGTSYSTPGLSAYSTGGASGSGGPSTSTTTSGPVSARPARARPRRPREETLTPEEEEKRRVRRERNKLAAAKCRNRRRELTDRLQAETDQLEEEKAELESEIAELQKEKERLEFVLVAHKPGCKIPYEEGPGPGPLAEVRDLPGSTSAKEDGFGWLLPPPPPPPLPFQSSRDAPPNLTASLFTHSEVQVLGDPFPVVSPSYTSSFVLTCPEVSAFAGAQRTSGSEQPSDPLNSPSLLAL
# SR-BI DiI inh – blocks mouse SR-BI lipid uptake from DiI-HDL; ldlA[mSR-BI] CHO cells, DiI-HDL uptake fluorescence, 3 h; 0.96% of 320,000 active; Q61009; AID 488896; inhibition, % at 12.5 µM;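 active = mean replicate inhibition of at least 70% and a set share of replicates each scoring 70 or more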;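 note: 0% = median of neutral control wells and 100% = median of positive control wells; values of inactives mirror those of a sister screen read the other way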
# Target sequence (Q61009 whole entry, looked up): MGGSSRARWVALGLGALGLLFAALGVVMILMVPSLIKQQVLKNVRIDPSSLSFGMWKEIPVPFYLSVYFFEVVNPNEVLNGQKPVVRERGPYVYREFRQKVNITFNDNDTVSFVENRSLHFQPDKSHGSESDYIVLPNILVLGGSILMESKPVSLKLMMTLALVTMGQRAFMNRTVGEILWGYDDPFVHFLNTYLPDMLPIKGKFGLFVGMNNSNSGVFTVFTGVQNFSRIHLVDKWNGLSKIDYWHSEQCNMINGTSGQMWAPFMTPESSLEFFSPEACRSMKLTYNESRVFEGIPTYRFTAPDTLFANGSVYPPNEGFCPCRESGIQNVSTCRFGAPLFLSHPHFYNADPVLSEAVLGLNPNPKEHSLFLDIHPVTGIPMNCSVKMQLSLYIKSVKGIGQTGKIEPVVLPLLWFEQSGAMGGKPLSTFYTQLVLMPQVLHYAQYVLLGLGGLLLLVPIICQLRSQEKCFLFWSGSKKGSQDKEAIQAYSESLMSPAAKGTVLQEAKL
# PKA-R1A act – activates the PKA-R1A holoenzyme complex; P00514+P68181; PKA-R1A dissociation, Cy5-IP20 fluorescence polarization; scaled: DMSO 0%, 113 µM cGMP 100%; activation, % at 11.4 µM; 0.083% of 340,000 active; AID 504707;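 active = percent activation above the mean of all tested compounds plus 3 SD, cut at about 19% in these data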;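 note: higher means more PKAc released from R1A so a rise in polarization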
# MITF TRPM1 HTS – MITF TRPM1 promoter activation in melanoma cells | activation, % at 12.5 µM | SK-MEL-5 TRPM1-promoter luciferase, 24 h; % of positive control, neutral wells = 0 | 0.75% of 300,000 active;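 active = mean activation of at least 80% with every replicate also reaching 80%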;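 note: 0% = neutral control wells and 100% = parthenolide positive control wells; values of inactives mirror those of a sister screen read the other way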
# Arr AP2 block – human beta-arrestin and AP2 interaction inhibition | FITC-arrestin peptide / GST-AP2 beads, flow cytometry; AP2 beta2 appendage carries R879A mutation | inhibition, % at 10 µM | 0.31% of 340,000 active | AID 504490;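 active = inhibition above a set limit, near 3 SD of compounds lacking own fluorescence, cut at about 54% in these data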;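 note: plate controls were DMSO wells for no effect and 5 µM unlabelled arrestin peptide for full effect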
#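 System: GST-AP2 R879A glutathione beads; medium: PBS, Tween 20 0.05%, BSA 0.1%; reagent: fluorescein-tagged arrestin peptide at 50 nM final; schedule: pre-incubation 12 min, peptide binding 1 h, room temperature; detection: flow cytometry, FL1 (488/535 nm); read-out: inhibition as reduced fluorescein signal on beads, percent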
# An asterisk follows results filed as active; . = no result given. Random draw from the library. Share with any hit: about 4.7%.
CDK5 p35 inh	NSD2 HMT inh	SR-BI uptake up	Mot1-301 SUMO	PKA-R2B act	DSG3 Ab inh	dFosB activator	SR-BI DiI inh	PKA-R1A act	MITF TRPM1 HTS	Arr AP2 block	Molecule
-1.0	0	-15	37	4	.	-15	15	3	.	-2	CCCCc1cc(=O)oc2cc(OCC(=O)N(CC)CC)ccc12
0.4	-2	27	-9	-7	101	-11	-27	5	29	-7	CC(=O)c1sc(-c2ccccc2)nc1C
1.4	1	41	13	-6	100	-5	-41	10	-2	49	O=C(CCNC(=O)c1ccccc1)OCC(=O)c1cccc(Cl)c1
-1.0	-2	-14	6	-10	102	-15	14	-7	8	-25	COc1ccc(CNC(=O)c2sc3nc4c(c(C(F)(F)F)c3c2N)CCC4)cc1OC
0.1	.	-15	-17	-6	108	-6	15	3	5	8	O=C(c1ccco1)N1CCN=C1SCc1ccccc1Cl
0.3	-1	-8	-6	-2	.	-6	8	6	4	46	COc1ccccc1NS(=O)(=O)c1cc(C(=O)NCCC(C)C)ccc1F
1.1	-2	.	-14	-3	.	-4	.	-7	110*	-9	O=C(NC1CCCCC1)c1cc(-c2ccccc2Cl)on1
-2.6	-2	15	86	-4	110	12	-15	5	.	-3	COc1ccccc1NC(=O)C1CC(C)OC1=O (centres undefined)
0.4	28	.	-13	-5	.	-4	.	-2	-7	-6	Nc1cc(C(=O)OCC(=O)NCCNC(=O)COC(=O)c2ccc(Cl)c(N)c2)ccc1Cl
-2.1	-1	-17	-4	-5	98	-5	17	-7	3	12	CN(CC(=O)Nc1ccc(F)cc1)C(=O)COC(=O)/C=C/c1ccccc1[N+](=O)[O-]
-1.7	8	-4	51	-2	96	5	4	1	0	-8	CC(=O)Nc1cccc(C(=O)N2CCN(S(=O)(=O)Cc3ccccc3)CC2)c1
2.1	1	9	-1	-3	.	-8	-9	0	-3	-2	CC(C)(CC(=O)O)CC(=O)Nc1cc(C(F)(F)F)cc(C(F)(F)F)c1
-5.2	-2	9	1	6	112	1	-9	-2	.	9	COc1ccc(NC(=O)CSc2nnc(C3CCCCC3)n2N)cc1
-1.0	-4	4	-8	-1	103	1	-4	-8	7	2	Cc1ccc(Oc2ncnc(N)c2[N+](=O)[O-])cc1C
-0.2	3	0	-25	-1	.	-6	0	0	-21	-9	CCc1nnc(NC(=O)CSc2nnc(-c3ccccc3O)n2-c2ccc(C)cc2C)s1
-2.7	-4	-49	-42	-9	101	-3	49	-6	-13	23	Cc1oc2c(cc(NS(=O)(=O)c3cccs3)c3ccccc32)c1C(=O)OC(C)C
-0.3	-3	12	-7	5	101	1	-12	-8	16	3	O=C(COc1ccc(CO)cc1Cl)Nc1ccc(F)cc1
1.8	.	4	-5	-2	102	-5	-4	0	77	-4	CC(C)(C)c1ccc(NC(=O)NCc2ccco2)cc1
0.2	-3	-2	.	-12	103	8	2	-4	.	-1	COc1ccc(NC(=O)Cn2c(-c3ccccc3)cn(-c3ccc(C)cc3)c2=O)cc1
0.3	8	12	12	-6	104	-8	-12	7	0	-7	N#Cc1ccccc1S(=O)(=O)N1CCN(CC(=O)NCC2(N3CCOCC3)CCCCC2)CC1
-0.6	0	16	.	12	95	-8	-16	3	-5	29	Cc1ccc(C)c(C(=O)COC(=O)CCN2C(=O)C3C4CCC(C4)C3C2=O)c1 (centres undefined)
-1.3	1	24	-1	-3	95	-6	-24	7	0	-4	COc1ccc(CCN2C(=O)N(c3ccc(OC)cc3)C(=O)C2CC(=O)Nc2ccccc2)cc1 (centres undefined)
2.7	-1	.	-9	1	103	-8	.	-5	-2	1	O=C(COc1ncnc2ccccc12)NCc1ccc2c(c1)OCO2
0.4	-3	-31	-2	-5	97	-11	31	-16	-4	-5	CCCCOC(=O)c1ccc(NC(=O)c2ccccc2OC)cc1
-0.1	2	-42	-26	1	95	2	42	-1	.	24	CCOC(=O)C1C(=O)C=C(c2ccc([N+](=O)[O-])cc2)CC1c1ccccc1 (centres undefined)
-0.6	-5	4	53	-6	96	-9	-4	-4	-9	12	CCC(=O)Nc1cccc(NC(=O)CSc2nnnn2Cc2ccccc2)c1
0.3	-2	18	-17	-2	103	-4	-18	-3	-7	28	CCNC(=O)CN(CCc1ccccc1)S(C)(=O)=O
1.5	2	-37	.	2	94	-10	37	-1	-9	18	CCN(c1ccccc1)S(=O)(=O)c1ccc(OC)c(NC(=O)C2=NN(c3ccccc3)C(=O)CC2)c1
1.1	-3	-36	-10	0	87	-3	36	-3	-8	12	COc1cc(NC(=O)c2ccnn2C)c(OC)cc1Cl
-0.9	5	18	5	-5	103	-12	-18	-2	9	8	Cc1csc(NC(=O)CSc2nc3ccccc3s2)n1
-0.1	-2	-1	-1	6	109	-11	1	-4	15	34	CC(=O)NCCc1ccc(S(=O)(=O)N2CCN(c3nc(-c4ccccc4)c(C)s3)CC2)cc1
1.8	-1	.	-11	3	100	-6	.	-1	-10	34	CC(=O)COC(=O)C1CCN(S(=O)(=O)c2cc([N+](=O)[O-])ccc2Cl)CC1
-5.9	-3	2	22	-13	102	-11	-2	-10	74	-5	O=C(Nc1nc(-c2cc(F)ccc2F)cs1)C1=COCCO1
-0.5	9	19	-8	-5	103	-2	-19	-8	8	-4	CC1CCCCN1S(=O)(=O)c1ccc(N(C(=O)c2cnccn2)C(C(=O)NC2CCCCC2)c2cccs2)cc1 (centres undefined)
-0.9	-5	7	-12	-8	100	-2	-7	-17	-3	4	CCCC(=O)c1cn(CC(=O)OC)c2ccccc12
-0.5	-1	-6	3	-6	79	-5	6	-3	23	3	Nc1cc(-c2cccc(Br)c2)nn1Cc1ccccc1
-1.6	-2	-14	.	2	101	-12	14	2	-9	-8	COc1ccc(CNC(=O)CN2C(=O)NC(Cc3ccccc3)(c3ccccc3)C2=O)cc1OC (centres undefined)
0.8	-4	1	-7	-4	110	0	-1	9	.	8	O=C(CNC(=O)c1ccc(Br)o1)Nc1ccccc1
-0.9	0	4	8	-3	99	-6	-4	13	12	-12	O=C(Nc1ccc(N2CCN(C(=O)c3ccco3)CC2)cc1)c1ccco1
-0.8	7	-4	-3	-8	127	1	4	-9	2	4	CC1CC1C(=O)OCC(=O)NC(=O)c1ccc(C(C)(C)C)cc1 (centres undefined)
1.2	-1	-3	-3	4	.	-2	3	4	10	15	O=C(Cc1ccc(F)cc1)Nc1c(C(=O)N2CCN(c3ncccn3)CC2)oc2ccccc12
-0.7	.	8	6	2	67	-5	-8	7	4	15	Cc1ccc2nc(N3C(=O)C(O)=C(C(=O)c4ccco4)C3c3ccc(O)cc3)sc2c1 (centres undefined)
-0.5	0	31	-3	-3	84	0	-31	-8	14	-7	Cc1nn(-c2ccccc2)c(C)c1/C=C/C(=O)OC(C)C(N)=O (centres undefined)
0.0	-3	31	-14	-7	89	-4	-31	7	-11	-17	O=C(C1CCCN(Cc2cc(Br)ccc2O)C1)N1CCCCC1 (centres undefined)
0.6	-1	-41	-3	-4	98	-3	41	-5	-6	-6	COc1ccc(/C=N/NC(=O)c2nn(-c3ccc(C)c(C)c3)c(=O)c3ccccc23)cc1
2.8	0	-14	371*	6	102	-1	14	0	-3	-12	CCOC(=O)c1cc(CC)sc1NC(=O)c1ccc([N+](=O)[O-])c(N2CCOCC2)c1
-0.8	-3	8	14	2	61*	-9	-8	-3	-58	14	C/C(=N\NC(=O)c1ccccc1Cl)c1ccccn1
0.9	-2	16	.	-6	104	0	-16	-4	1	1	Cc1cc(C)c(NC(=O)/C=C\C(=O)O)c([N+](=O)[O-])c1
0.6	-2	.	24	4	106	-11	-20	-7	2	7	Cc1ccc(NC(=O)C2CCCN(c3cnccn3)C2)c(C)c1 (centres undefined)
-0.1	-2	16	.	-2	.	-20	-16	3	16	-5	CN(C(=O)COC(=O)c1cn(-c2ccccc2)nc1-c1ccccc1)C1CCS(=O)(=O)C1 (centres undefined)
-0.2	-1	-53	166	-9	113	-13	53	-2	4	7	COc1ccccc1CNC(=O)c1cc(C(C)C)nc2ccccc12
-1.4	27	-4	888	3	96	-6	4	-2	1	-5	C/C(=N/Oc1nc(C)cc(C)n1)c1ccc(Br)cc1
0.8	-1	20	182	-2	116	-8	-20	6	-4	-21	CCCC(=O)Nc1c2c(nn1-c1ccc([N+](=O)[O-])cc1)CS(=O)(=O)C2
-2.7	-2	10	2	8	96	-16	-10	-10	43	2	CC(=O)c1ccc(NC(=O)N2CCCC(C(=O)c3ccc4c(c3)OCO4)C2)cc1 (centres undefined)
-1.1	-2	-16	9	7	103	-16	16	6	9	13	COc1ccccc1OCC(=O)NC1CCSc2ccccc21 (centres undefined)
1.1	2	-28	-6	4	128	0	28	-7	-4	31	CC(=O)N1CCN(S(=O)(=O)c2cccc(C(=O)NCc3ccc(F)cc3)c2)CC1
-0.8	5	-21	.	-3	96	-19	21	2	-16	-10	OC(C1=CC(=Cc2ccncc2)c2ccccc21)c1ccncc1 (centres undefined)
0.2	.	-20	8	-6	98	-4	20	-8	-11	-6	Cc1csc(CNc2ncnc3ccc(-c4ccc5c(c4)OCCO5)cc23)c1
0.4	0	10	7	-4	84	-7	-10	-2	8	-2	COCCCN(CC(=O)Nc1ccc(N2CCOCC2)cc1)S(=O)(=O)c1ccccc1
-0.2	0	4	-10	0	106	-3	-4	-7	-12	5	COc1ccc(CC(=O)NC(C)c2nnc(SCCOc3ccc(OC)cc3)n2C)cc1 (centres undefined)
-3.5	2	-8	20	4	108	2	8	8	-3	3	O=C(c1cncc(Br)c1)N1CCCc2ccccc21
